# Bioassay records deposited in PubChem BioAssay by National Center for Advancing Translational Sciences (NCATS).
# A-T KAP1 phos – candidate therapy for ataxia-telangiectasia | Potency, µM (titrated, usually from 57.5 µM), inactives show top-dose activation, usual class: activators | hit rate 0.19% among 320,000 | […] A-T fibroblasts, KAP-1 phosphorylation AlphaLISA; neocarzinostatin DNA damage 30 min before lysis; also: potency is read from the fitted curve at half-maximal effect; % of control where 0% means no effect; nearly all actives have a fitted effect of over 45% in size
#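 ATM-like activity read as KAP-1 phosphorylation via AlphaLISA donor/acceptor antibody pairs after lysis and 6 hr at 25C. Cells were ATM-null patient fibroblasts ([…], hTERT), dosed 60 min, then exposed to the DSB inducer NCS for 30 min.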
# Eya2 inh – Eya2 (human) phosphatase inhibition. O00167. recombinant Eya2, OMFP fluorescence dephosphorylation (OMFP is methylfluorescein phosphate). Potency, µM (titrated, usually from 76.9 µM), for the others: at the highest dose activity, negative = inhibition, hits mostly inhibitors. hit rate 0.006% among 330,000. AID 488837; also: potency is read from the fitted curve at half-maximal effect; % is scaled to controls: 0 for no effect and ±100 for the full control effect
# Target sequence (O00167 whole entry, looked up): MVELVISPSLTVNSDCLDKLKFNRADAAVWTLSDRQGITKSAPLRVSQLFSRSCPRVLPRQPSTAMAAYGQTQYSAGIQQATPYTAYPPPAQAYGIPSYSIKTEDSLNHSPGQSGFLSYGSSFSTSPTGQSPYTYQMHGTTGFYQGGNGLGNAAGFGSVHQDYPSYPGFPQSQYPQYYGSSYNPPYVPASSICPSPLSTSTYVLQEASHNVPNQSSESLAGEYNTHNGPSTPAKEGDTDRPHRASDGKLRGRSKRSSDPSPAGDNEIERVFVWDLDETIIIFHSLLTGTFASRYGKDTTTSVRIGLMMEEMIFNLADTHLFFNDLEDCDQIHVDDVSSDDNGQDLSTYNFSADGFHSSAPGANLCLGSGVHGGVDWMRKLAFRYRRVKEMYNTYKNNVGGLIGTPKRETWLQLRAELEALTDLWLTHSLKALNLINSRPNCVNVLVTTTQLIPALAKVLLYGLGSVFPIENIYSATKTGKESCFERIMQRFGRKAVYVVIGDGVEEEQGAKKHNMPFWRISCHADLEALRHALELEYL
#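 Eya2 protein (added as 0.2 uM solution) was preincubated with compound for 10 min at ambient temperature in 50 mM HEPES pH 7.5, 50 mM NaCl, 5 uM MgCl2, 0.05% BSA, 1 mM DTT. OMFP (added at 50 uM) then reacted 10 min; fluorescence read at 485/525 nm.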
# Chronic BCR inh – blocks chronic active B-cell receptor signaling | ABC-DLBCL IkBa-CBG/CBR reporter, luminescence ratio, 4 h | Potency, µM (top dose mostly 46.1 µM), inactives show at the highest dose ratio change, negative = lower green/red ratio, hits mostly inhibitors | hit rate 0.05% among 340,000 | AID 493014; active = well fitted inhibition curve with a large enough effect in the signal ratio, with a control signal flat, not every such curve was filed as active; inconclusive = small, poorly fitted or top-dose-only effect, or effect the other way, or a change in a side signal; the % refers to the signal ratio;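 also: potency is read from the fitted curve at half-maximal effect; plate controls were basal doxycycline-induced cells for no effect and cells given 10 µM MG132 for full effect; MG132 reads +100%, hits lower the ratio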
#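 Cell line TMD8 (human ABC DLBCL), stably expressing tet-inducible CBG68-IkBa fusion and CBR; IMDM/0.5% FBS; cpd up to 46 uM; dox induction, 4 h, 37C/5% CO2; dual luminescence; green/red ratio; MG132 control.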
# TSG101-PTAP inh – blocks PTAP/TSG101 interaction to inhibit HIV-1 budding; Q99816; Fluorescence polarization, FITC-PTAP peptide / Tsg101 binding; Potency, µM (titrated, usually from 115 µM), for the others: top-dose activity change, negative = inhibition, most hits filed as inhibitors; 340,000 tested, under 10 active; AID 493005; active = well fitted inhibition curve with a large enough effect in the main read-out, with a control signal flat, not every such curve was filed as active; inconclusive = small, poorly fitted or top-dose-only effect, or effect the other way, or a change in a side signal; inactive = no such curve, though single readings can be large or run the other way; also: potency is read from the fitted curve at half-maximal effect; % of control where 0% means no effect
#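 Compounds were pin-transferred onto Tsg101 binding domain (10 uM final) in HEPES pH 7.5 buffer, then FITC-PTAP peptide was added at 50 nM final. After 20 min at RT, polarization reported peptide displacement across a qHTS concentration series.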
# TCR activator – activates T cell receptor signaling; Potency, µM (doses to about 9.22 µM), for inactives: at the highest dose activation of IL-2 secretion, hits mostly activators; primary human leukocytes, anti-CD3, IL-2 HTRF, 48 h; 330,000 tested, under 10 active; also: % of control where 0% means no effect
#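 Human primary leukocytes + a-CD3 beads + cpd, 48 hr; IL-2 in supernatant by HTRF (ex 320nm / em 665nm). No co-stimulatory signal supplied.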
# ELG1 DNA repair – inhibitors of ELG1-dependent DNA repair in HEK293T cells; AID 504467; HEK293T ELG1-luciferase reporter, luminescence, 16 h; DNA damage induced by 5-fluorouridine; Potency, µM (series often up to 46.1 µM), for inactives: top-dose activity change, negative = inhibition, actives largely listed as inhibitors; hit rate 2.3% among 330,000; also: potency is read from the fitted curve at half-maximal effect; % is scaled to controls: 0 for no effect and ±100 for the full control effect; nearly all actives have a fitted effect of over 55% in size
#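 Step one: seed 2,000 cells per well. Step two: pin-transfer compound or DMSO alongside 5-fluorouridine. Step three: incubate 16 hr, 37 °C, 5% CO2. Step four: add ONE-Glo, wait 30 min, read luminescence.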
# ASM inhibitor – inhibitors of human secretory acid sphingomyelinase | P17405 | placental ASM, HMU-PC fluorogenic substrate, 60 min | Potency, µM (doses to about 57.5 µM), for the others: at the top dose activity change, negative = inhibition, actives largely listed as inhibitors | hit rate 0.006% among 340,000; also: potency is read from the fitted curve at half-maximal effect
#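 HMU-PC0 cleavage (9 uM final) by human placental ASM, 60 min at 37 °C following 10 min compound exposure at RT; stopped at pH 10, fluorescence Ex 386/Em 447 nm.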
# Integrin act MD – activates integrin-mediated alleviation for muscular dystrophy; AID 624291; alpha7betagal myoblasts, beta-gal FDG fluorescence, 48 h; hit rate 0.064% among 350,000; Potency, µM (highest dose often 38.3 µM), without a hit: at the highest dose activation, actives largely listed as activators;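 also: potency is read from the fitted curve at half-maximal effect; 100% = response of the positive control SU9516; nearly all actives have a fitted effect of over 60% in size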
#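 alpha7betagal+/- myoblasts (passage 13, 250/well) treated 48 h at 37C with compounds at 1:260 dilution of DMSO stock. Lysed, then beta-galactosidase activity read as FDG fluorescence (ex 480/em 540) after 30 min, with pre-read for autofluorescence.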
# Mito fusion act – blocks mitochondrial division or promotes mitochondrial fusion. hit rate 0.23% among 320,000. S. cerevisiae fusion-defective mutant growth rescue, CellTiterGlo 48 h. AID 485298. Potency, µM (top dose mostly 46.1 µM), for inactives: top-dose growth rescue (activation), most hits filed as activators;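 also: potency is read from the fitted curve at half-maximal effect; % of control where 0% means no effect; nearly all actives have a fitted effect of over 45% in size; temperature-sensitive fusion mutants such as fzo1-1 at 37 °C on non-fermentable ethanol glycerol medium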
#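 Growth-rescue viability read-out: after 48 h at the non-permissive 37C in glycerol/ethanol YPEG, yeast mitochondrial fusion mutants are measured by CellTiterGlo luminescence; compounds (23 nl pinned per well) restoring growth score as division inhibitors or fusion activators.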
# TSHR antagonist – blocks TSH signaling through the human TSH receptor. P16473. TSHR-expressing cells, TSH-stimulated cAMP HTRF, 2 h; active compounds read low. activity change, negative = inhibition, % at 11.5 µM. hit rate 0.2% among 330,000. AID 504810;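 active = activity change below a set negative limit, meaning inhibition stronger than a set level, cut at about -70% in these data; inconclusive = activity change between two set negative limits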; also: % is scaled to controls: 0 for no effect and ±100 for the full control effect
#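 TSHR-expressing cells, 200/well, pre-treated with compound, then stimulated with EC80 TSH (4nM final) for 2 hours at 37 deg C. cAMP measured by competitive HTRF: anti-cAMP cryptate antibody in lysis buffer plus cAMP-d2, read after 30 minutes at room temperature.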
# Tb PFK inh – inhibitors of T. brucei phosphofructokinase; T. brucei PFK, ADP-Glo luminescence; O15648; AID 485367; hit rate 0.17% among 330,000; Potency, µM (series often up to 57.5 µM), without a hit: at the top dose activity, negative = inhibition, hits mostly inhibitors;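 also: potency is read from the fitted curve at half-maximal effect; 0% = uninhibited 1x PFK enzyme wells and -100% = no-enzyme wells; nearly all actives have a fitted effect of over 60% in size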
# Target sequence (O15648 whole entry, looked up): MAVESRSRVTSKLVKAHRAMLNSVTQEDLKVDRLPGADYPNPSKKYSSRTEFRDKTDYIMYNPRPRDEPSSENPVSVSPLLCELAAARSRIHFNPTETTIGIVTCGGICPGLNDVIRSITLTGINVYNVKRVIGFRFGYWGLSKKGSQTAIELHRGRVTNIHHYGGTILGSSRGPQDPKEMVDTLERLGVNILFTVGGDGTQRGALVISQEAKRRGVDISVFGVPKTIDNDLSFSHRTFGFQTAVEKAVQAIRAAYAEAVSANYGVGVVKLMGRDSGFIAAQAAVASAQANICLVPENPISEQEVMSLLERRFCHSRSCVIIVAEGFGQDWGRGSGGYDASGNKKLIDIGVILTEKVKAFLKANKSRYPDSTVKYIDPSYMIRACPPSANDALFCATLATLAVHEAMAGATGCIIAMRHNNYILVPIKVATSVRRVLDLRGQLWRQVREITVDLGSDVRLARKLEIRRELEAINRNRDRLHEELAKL
#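 PFK 1.25 nM, F6P 0.5 mM, ATP 0.1 mM, 0.1 M TEA pH 8.0, 5 mM MgCl2, 0.01% Tween20, 0.1% BSA; 45 min RT. ADP-Glo readout. qHTS titration up to 57 uM; curves fitted, compounds curve-classed.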
# Active calls of the source: *; ? = inconclusive; . = not tested or not shown; [ ] = dose if it differs, or a comment. Unless noted, calls follow the shape of the dose curve; as a rule, active = well fitted curve in the direction sought with a large enough effect; inconclusive = small, poorly fitted or top-dose-only effect, or another doubt; inactive = no such curve, though single readings can be large; an effect the other way counts as inactive or inconclusive.
SMILES,Eya2 inh,TSG101-PTAP inh,Integrin act MD,ASM inhibitor,Tb PFK inh,TSHR antagonist,Mito fusion act,A-T KAP1 phos,TCR activator,ELG1 DNA repair,Chronic BCR inh
COc1ccc(CCNC(=O)c2cc(=O)c3cc(C)ccc3o2)cc1,-4%,-8%,-53%[inhibitor],11%,2%,-9,-9%,5%,14%,0%,3%
COc1ccccc1Oc1ccnc2cc(Cl)ccc12,0%,-1%,3%,-3%,1%,-16,-2%,6%,-5%,1%,?
CCOC(=O)N1CCN(S(=O)(=O)c2ccc(C(=O)Nc3nnc(C4CC4)o3)cc2)CC1,-3%,0%,-20%,1%,-1%,-10,0%,5%,2%[46.1 µM],-3%,3%
CCOC(=O)c1c(C)[nH]c(C)c1S(=O)(=O)N(C)CC(=O)NCc1cccc(Br)c1,-2%,-9%,13%,0%,0%,11,-7%,1%,-2%,-23%,-1%
CCN(CC(=O)NCc1cccs1)C(=O)c1cccc(S(=O)(=O)N2CC(C)OC(C)C2)c1 (centres undefined),-10%,-5%,-12%,-1%,1%,.,.,21%,-9%,9%,-6%
COc1ccc(NC(=O)CSCC(=O)N2CCCc3ccccc32)cc1,2%,1%,23%,2%,0%,-15,-2%,0%,2%,17%,10%
Cc1ccc(C)c(N(C)C(=O)CCS(=O)(=O)c2cccc3nonc23)c1,1%,-1%,9%,-16%,2%,6,-1%,-7%,-1%,?,5%
CCCn1ncc(CN2CCC(N3CCC(C(=O)N4CCOCC4)CC3)CC2)c1C,-1%,0%,3%,6%,-1%,3,2%,4%,.,-23%,0%
Cc1ccc(NC(=O)CCCc2nc3ccccc3s2)c(O)c1,-2%,-3%,-21%,-1%,29%,-6,13%,3%,3%,1%,?
Cc1ccc(C(C)C)c(OCC(=O)NNC(=O)Cc2ccc(S(=O)(=O)N3CCOCC3)s2)c1,-3%,1%,-12%,-2%,0%,-5,.,-4%,0%,0%,-9%
CC(C)OC(=O)CSc1nnc(-c2cnccn2)n1-c1ccccc1,-27%,1%,-21%,3%,-2%,-2,-3%,3%,6%[46.1 µM],15%,7%
COCC(=O)NC1CCN(C(=O)Nc2ccc(Br)cc2)CC1,-4%,2%,15%[7.66 µM],2%,1%,6,-2%,-4%,4%,-1%,6%
CCCc1ccc(C(=O)NNc2cccc(C)c2)cc1,-29%,-7%,-15%,-2%,-11%,5,-2%,-5%,-2%,?,?
Cc1ccc(S(=O)(=O)NCCCCCC(=O)NC(C)(C)CO)cc1,16%,-1%,?,2%,-7%,5,1%,-1%,0%,-1%,-2%
O=C(Nc1cc(Br)ccc1O)c1cc(-c2ccccc2)on1,0%,-4%,-7%,4%,-2%,7,0%,-6%,3%,0%,?
COc1ccc(/C=N/Nc2ncc(-c3ccccc3)cn2)c(OC)c1,-14%,-10%,2%,3%,1%,-6,-6%,-1%,-4%[46.1 µM],-2%,-25%
Cc1ccc(NS(=O)(=O)c2ccc3c(c2)NC(=O)CCS3)c(Br)c1,-2%,-4%,?,1%,1%,-4,6%,11%,7%,-2%,3%
NS(=O)(=O)c1ccc(NC(=S)NC2CCCCC2)cc1,-24%,1%,-21%,3%,?,12,3%,4%,10%,1%,?
Cc1ccccc1OCCN1C(=O)c2ccccc2C1=O,-2%,-13%,10%,-4%,-3%,-16,-2%,1%,0%,?,-3%
COc1ccc(CC(=O)Nc2ccc(S(=O)(=O)N3CCN(C)CC3)cc2)cc1,-4%,-3%,6%,6%,-1%,0,-6%,9%,.,2%,-1%
CCn1cc(S(=O)(=O)N2CCN(Cc3ccc(F)cc3)CC2)cn1,-3%,-4%,12%,0%,0%,3,3%,6%,-3%,6%,-4%
CC(C)CNc1nc(=S)nc(N(C)C)[nH]1,-8%,-1%,-37%,5%,-1%,3,-7%,10%,-2%,-3%,-1%
C#CC(C)(CC)NC(=O)c1cc2cccc(CC=C)c2oc1=O (centres undefined),-10%,-4%,17%,1%,0%,-8,-12%,23%,9%,-15%,-1%
Cc1ccc2nc(-c3ccccc3)cc(C(=O)N3CCN(S(=O)(=O)c4c(C)noc4C)CC3)c2c1,16%,-2%,22%,3%,-7%,.,?,?,3%,?,12%
O=C(NCCCN1CCCC1=O)c1cccc(S(=O)(=O)Nc2ccccc2Cl)c1,7%,0%,-4%,4%,-1%,14,-3%,-3%,.,1%,5%
CC1CN(C(=O)c2cc3c(=O)n4ccccc4nc3s2)CC(C)O1 (centres undefined),-19%,-4%,9%,.,-4%,-6,-2%,10%,-5%,22%,-4%
COc1ccccc1CNC(=O)CCS(=O)(=O)c1cccs1,-19%,-9%,1%,2%,0%,6,3%,-4%,3%,?,-3%
CCOc1ccc(CN2CCN(Cc3cccn3-c3cccnc3)CC2CCO)cc1 (centres undefined),7%,-6%,0%,1%,-2%,3,-3%,1%,-7%,?,?
COP(=O)(OC)c1nc(-c2ccc([N+](=O)[O-])cc2)oc1N1CCCCC1,-29%,0%,6%,-7%,1%,-1,8%,3%,-4%,-17%,?
COc1ccccc1N1CC=C(c2cccc([N+](=O)[O-])c2)NC1=O,-16%,-5%,-3%,-2%,2%,9,3%,?,6%,0%,-12%

# Following part:
SMILES,Eya2 inh,TSG101-PTAP inh,Integrin act MD,ASM inhibitor,Tb PFK inh,TSHR antagonist,Mito fusion act,A-T KAP1 phos,TCR activator,ELG1 DNA repair,Chronic BCR inh
O=C(O)C1CSC(c2ccc(O)c([N+](=O)[O-])c2)N1 (centres undefined),-4%,0%,12%,-9%,3%,-8,0%,-7%,-3%,7%,-1%
Cc1ccc(CSC2=NCCN2S(=O)(=O)c2ccc(F)cc2)cc1,-15%,-6%,-11%,0%,0%,-11,-3%,-25%,-2%,21%,-12%
CSc1ccccc1NC(=O)CSc1nnc(COc2ccccc2)o1,-2%,-2%,7%,1%,3%,12,-28%,8%,-5%,9%,?
CCc1ccc(-c2csc3ncn(Cc4ccc(C(=O)O)cc4)c(=O)c23)cc1,0%,-6%,5%,3%,7%,-15,-6%,5%,9%,6%,-2%
N/C(=N\OC(=O)CCCOc1ccccc1)c1cccc(Br)c1,-10%,-6%,0%,0%,-4%,12,9%,12%,.,-5%,5%
COc1ccc(/C=N/NC(=O)/C(=C/c2ccccc2)CCO)cc1,-16%,-3%,50%,8%,4%,9,-2%,-1%,-1%[46.1 µM],?,1%
O=C(COC(=O)Cc1ccsc1)NC1CCCCCC1,-2%,-8%,10%,4%,1%,-10,3%,5%,7%,-2%,0%
CC(C)(C)c1csc(NC(=O)Cn2cnc3ccccc3c2=O)n1,4%,-1%,-16%,-2%,9%,-8,-2%,-6%,-12%,-2%,?
CCNC(=O)CN1c2cccc3cccc(c23)S1(=O)=O,-8%,-8%,-15%,27%,0%,-2,0%,-4%,-2%,4%,-7%
Cn1c(SCC(=O)c2ccc(O)cc2O)nnc1-c1ccccc1,-4%,-9%,5%,9%,2%,-12,0%,-4%,-1%,25%,5%
COC(=O)/C=C/C(=O)NCc1ccco1,-21%,0%,-30%,-1%,-2%,-3,-1%,2%,2%,26%,3%
Cc1cccc(NC(=O)c2ccc(Cn3cc(C(F)(F)F)ccc3=O)cc2)c1,-27%,-8%,-10%,-3%,2%,-10,0%,2%,3%,-1%,7%
Cc1noc(/C=C/c2ccco2)c1S(=O)(=O)N1CCC(C(=O)Nc2ccc(Cl)cn2)CC1,-16%,0%,-9%,-16%,-5%,-21,2%,7%,1%[46.1 µM],5.8µM*,?
CCOC(=O)c1cn(-c2c(C)n(C)n(-c3ccccc3)c2=O)c2c(F)c(F)c(F)cc2c1=O,3%,-2%,-18%,-2%,0%,2,-1%,12%,1%,-4%,11%
CC(OC(=O)c1nc(Cl)ccc1Cl)C(=O)NC1CCCCC1C (centres undefined),-9%,-5%,3%,1%,1%,-17,20%,-1%,6%,21%,-2%
